Source: PubChem
SKN-1 block = inhibitors of C. elegans SKN-1; inhibition, % at 21.8 µM; actives 0.49% (n = 360,000); AID 624304; C. elegans VP596 Pgst-4::GFP/RFP ratio, acrylamide-induced, 24 h;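 active = interference check ratio from 0.5 to 1.5 plus GFP to RFP signal ratio inhibition reaching or exceeding a fixed threshold, cut at about 30% in these data, passing the limit was not always enough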; also: some compounds called inactive have numbers as strong as hits
Scp-1 inhibitor = Scp-1 (human) phosphatase inhibition. Recombinant Scp1, phosphopeptide, malachite green phosphate absorbance. inhibition, % at 20 µM. actives 0.88% (n = 340,000). AID 493091;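 active = inhibition above about 50% at 20 µM, limit read from the data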;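 also: plate controls were DMSO wells with enzyme for no effect and wells lacking enzyme for full effect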
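Incubation: 45 min enzyme reaction at room temperature / System: truncated SCP-1 phosphatase (76-261aa) / Reagent: Phospho 17-mer peptide substrate / Buffer or medium: Acidic Tris acetate buffer with magnesium and detergent / Signal: absorbance at 630 nm / Doses: one concentration, 20 µM, with 1.0% DMSO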
Neddyl block = blocks human cullin neddylation; P61081+Q13564; TR-FRET cullin neddylation, biochemical; actives 0.58% (n = 360,000); calls only at 25 µM; in the data active = inhibition above about 36%
DNMT1 inh = blocks human DNA methyltransferase DNMT1. P26358. DNMT1 molecular beacon, Hinp1I cleavage, fluorescence. inhibition (reported as % activation of signal), % at 10 µM. actives 0.83% (n = 360,000). AID 588458; in the data active = inhibition above about 50%
Target sequence (P26358 504-1616 limits assumed): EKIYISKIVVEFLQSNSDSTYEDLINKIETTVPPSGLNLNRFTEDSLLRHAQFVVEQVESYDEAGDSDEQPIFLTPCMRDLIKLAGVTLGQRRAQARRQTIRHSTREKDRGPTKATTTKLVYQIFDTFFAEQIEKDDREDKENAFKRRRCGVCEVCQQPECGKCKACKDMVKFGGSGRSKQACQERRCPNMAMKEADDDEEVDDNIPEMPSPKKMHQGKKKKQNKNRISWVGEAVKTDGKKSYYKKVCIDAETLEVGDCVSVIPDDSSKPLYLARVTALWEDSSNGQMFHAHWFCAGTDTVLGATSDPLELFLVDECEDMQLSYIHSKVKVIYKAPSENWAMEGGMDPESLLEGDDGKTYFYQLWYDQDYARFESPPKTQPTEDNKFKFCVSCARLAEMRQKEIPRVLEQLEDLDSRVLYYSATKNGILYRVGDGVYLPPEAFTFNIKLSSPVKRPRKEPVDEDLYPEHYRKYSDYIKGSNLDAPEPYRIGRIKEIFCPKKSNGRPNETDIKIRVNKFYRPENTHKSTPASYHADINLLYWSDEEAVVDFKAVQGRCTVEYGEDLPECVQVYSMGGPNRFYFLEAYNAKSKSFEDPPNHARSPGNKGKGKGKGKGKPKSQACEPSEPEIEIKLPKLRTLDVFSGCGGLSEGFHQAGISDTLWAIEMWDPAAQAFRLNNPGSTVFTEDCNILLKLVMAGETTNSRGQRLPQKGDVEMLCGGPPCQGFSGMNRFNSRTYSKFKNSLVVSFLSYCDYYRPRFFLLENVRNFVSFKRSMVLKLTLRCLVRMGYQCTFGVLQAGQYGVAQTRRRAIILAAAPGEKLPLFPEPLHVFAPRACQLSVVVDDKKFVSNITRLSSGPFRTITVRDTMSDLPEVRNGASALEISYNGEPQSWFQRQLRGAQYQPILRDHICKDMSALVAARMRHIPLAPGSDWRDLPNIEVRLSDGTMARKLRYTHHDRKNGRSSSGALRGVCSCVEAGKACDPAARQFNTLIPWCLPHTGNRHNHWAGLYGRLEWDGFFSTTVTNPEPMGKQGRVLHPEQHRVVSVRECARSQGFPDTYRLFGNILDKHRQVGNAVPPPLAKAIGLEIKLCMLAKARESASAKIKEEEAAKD
NadD inh = blocks S. aureus nicotinate mononucleotide adenylyltransferase | AID 602399 | actives 0.78% (n = 360,000) | inhibition, % at 20 µM | purified NadD enzyme, colorimetric absorbance read-out; in the data active = inhibition above about 26%; also: some compounds past the cut are filed as inactive
STEP block = STEP (human) phosphatase inhibition. P54829. inhibition, % at 20 µM. recombinant STEP, OMFP fluorogenic substrate, fluorescence. actives 0.25% (n = 360,000);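 active = inhibition at 20 µM, scaled per plate between control wells, above about 37%, limit read from the data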;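 also: 0% = DMSO with enzyme and substrate and 100% = substrate only without enzyme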
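Assay system: isolated STEP enzyme. Buffer or medium: pH 6.0 Bis-Tris with DTT and Tween 20. Also added: fluorogenic phosphatase substrate OMFP at 25 µM final. Dosing: 20 µM, 1% DMSO. Timing: 20 min reaction, room temperature, in the dark. Measured by: fluorescence intensity, excitation 480 nm, emission 540 nm. Evaluation: normalized % inhibition.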
LMPTP block = blocks human LMPTP phosphatase | inhibition, % at 20 µM | actives 0.22% (n = 360,000) | recombinant LMPTP-A, OMFP fluorogenic substrate, fluorescence intensity | AID 651560;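 active = compounds that cut the enzyme signal by at least half of the control window in the single-dose screen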;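 also: plate controls were DMSO wells with enzyme plus substrate for no effect and substrate without enzyme for full effect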
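Material: LMPTP-A; amount: 0.625 nM enzyme; doses: single 20 µM dose; times: reaction 50 min, room temperature, dark; technique: fluorescence intensity of OMFP turnover product; benchmarks: no-enzyme and uninhibited controls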
CendR NRP1 mod = NRP-1/CendR interaction modulation; inhibition, % at 25 µM; actives 0.85% (n = 360,000); FAM-RPARPAR peptide binding to NRP-1, fluorescence polarization; O14786; AID 602438;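 active = inhibition or corrected inhibition above about 18%, plus a signal ratio from 0.5 to 1.5, limit read from the data, passing the limit was not always enough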; also: strong numbers were not always called active
Tb MetRS inh = Trypanosoma brucei MetRS inhibition | purified T. brucei MetRS, ATP depletion, Kinase-Glo luminescence | inhibition, % at 11.9 µM | actives 0.4% (n = 360,000);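 active = inhibition above a per-plate cutoff of the control wells' mean inhibition plus 3 SD, cut at about 5.5% in these data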;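 also: 0% = DMSO wells median and 100% = median of wells with control inhibitor compound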
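System: purified T. brucei MetRS enzyme / Detection: Kinase-Glo luciferase luminescence reporting remaining unconsumed ATP / Medium: HEPES buffer with MgCl2, KCl, DTT, spermine, BSA, pyrophosphatase / Replication: singlicate, one well per compound / Evaluation: percent inhibition relative to median high and low control wells / Schedule: 2 h aminoacylation at 25 °C after 15 min preincubation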
SUMO1-SIM PPI = alters human SUMO1 binding to SIM partners | P63165 | SUMO1 binding to a labelled peptide, TR-FRET, 1 h | inhibition, % at 20 µM | actives 0.33% (n = 360,000) | AID 602429; in the data active = inhibition above about 37%
Active calls of the source: *; i = inactive; . = not tested or not shown; + = active, no number.

SMILES	SKN-1 block	Scp-1 inhibitor	Neddyl block	DNMT1 inh	NadD inh	STEP block	LMPTP block	CendR NRP1 mod	Tb MetRS inh	SUMO1-SIM PPI
CCOc1ccc(-c2noc(CCC(=O)NCC3CCCO3)n2)cc1OC (stereo unspecified)	-19	-4	i	-2	-6	-2	-0.5	-1	-0.5	3
COc1ccc(N2CCN(CC(=O)Nc3sccc3C#N)CC2)cc1	2	1	i	-13	2	-1	6.1	-9	-0.2	5
Cc1c(/C=N/NC(=O)CNc2ccccc2)c2ccccn2c1C(=O)c1ccncc1	-2	-2	i	3	0	6	-0.5	10	-0.7	-3
c1cc(-c2nnc(-c3ccncc3)o2)ccn1	-12	-4	i	5	1	-12	-1.7	0	-0.4	2
CCc1nc(SCC(=O)Nc2ccc(N(CC)CC)cc2)n[nH]1	3	-5	i	2	-6	0	-0.9	0	0.3	4
CC(C)N1C(=O)C(=O)N(CC(=O)N2c3ccccc3NC(=O)CC2C)C1=O (stereo unspecified)	4	2	i	3	-4	-1	-0.9	-1	-0.5	2
COc1cccc(/C=C/C(=O)OCC(=O)c2cc(C)n(CC3CCCO3)c2C)c1OC (stereo unspecified)	8	-11	+	-6	-3	1	1.1	-4	-0.5	-1
CC(C)(C)c1ccc(C(=O)N2CCC3(CC2)NCCc2[nH]cnc23)cc1	10	-5	i	0	-2	1	-1.7	11	-0.1	-2
Cc1ccc(-c2cc(C(=O)OCn3nnc4ccccc4c3=O)c3ccccc3n2)cc1	-5	1	i	-2	12	-1	1.4	11	0.2	1
O=C(CN1CCN(c2ccc(O)cc2)CC1)NC(c1ccccc1)c1ccccc1	-7	6	i	-10	7	0	-0.5	4	-0.8	0
CCOC(=O)c1c(NC(NC(C)=O)C(Cl)(Cl)Cl)sc(C(C)=O)c1C (stereo unspecified)	6	-2	i	-1	8	0	1.4	0	-0.6	-2
Cc1ccnc(NC(=S)NC(=O)/C=C/c2ccccc2)c1	17	-3	i	19	3	0	2.0	3	0.2	-7
Cc1ccccc1/C=N\NC(=O)c1ccccc1-n1cccc1	-9	-4	i	0	-2	-5	0.8	5	-0.8	-8
COCCN(CCOC)S(=O)(=O)c1ccc(C(=O)Nc2nnc(C3CC3)o2)cc1	8	-8	i	-3	11	2	0.4	3	-0.8	0
COc1cc(C(c2c(C)[nH][nH]c2=O)c2c(C)[nH][nH]c2=O)ccc1OS(=O)(=O)c1ccccc1	13	17	i	-22	3	-3	1.0	0	-0.6	-1
OCCCNCc1ccc(Cl)cc1Cl	4	1	i	1	-2	-2	-0.1	18	-0.6	3
Cc1ccn2c(c1)nc(=S)n2C(=O)c1ccccc1	-6	-5	i	-3	5	-2	0.1	-9	0.5	2
O=c1[nH]c2ccccc2nc1NCc1ccccc1	-8	-2	i	2	-6	0	-0.2	17	-0.3	-11
O=C(COC(=O)C1CCN(c2ccc(C(F)(F)F)cn2)CC1)c1ccccc1Cl	3	-1	i	-3	5	2	3.0	-6	-0.3	11
COCCCNC(=O)CN1CCN(Cc2ccccc2Cl)C1=O	7	-7	i	1	-1	-1	0.0	-2	0.0	2
COc1cccc(C2/C(=C(/O)c3ccc4c(c3)OCO4)C(=O)C(=O)N2CCN2CCOCC2)c1 (stereo unspecified)	-17	-2	i	1	1	2	-2.0	14	-0.3	-3
C[C@@H]1CN([C@H](C)CO)S(=O)(=O)c2ccc(Br)cc2O[C@@H]1CN(C)C(=O)Nc1ccc(C(F)(F)F)cc1	0	.	i	-7	1	2	-0.3	6	-0.8	4
CSc1nc(-c2ccco2)nn1C(=O)c1ccccc1Cl	6	-10	i	4	-5	-2	-0.8	-4	0.1	1
N/C(=N\OC(=O)c1ccccc1)C(Cc1ccccc1)C(=O)NOC(=O)c1ccccc1 (stereo unspecified)	15	-8	i	1	-1	-2	-0.8	5	-0.2	-7
Cn1ccc2c(-c3ccc(F)cc3)cc3c(c21)C1CCC3C1 (stereo unspecified)	15	.	i	11	0	3	2.5	8	-0.2	2

Neddyl block: hit marks shown above
| molecule | SKN-1 block | Scp-1 inhibitor | Neddyl block | DNMT1 inh | NadD inh | LMPTP block | CendR NRP1 mod | Tb MetRS inh | SUMO1-SIM PPI |
| --- | --- | --- | --- | --- | --- | --- | --- | --- | --- |
| COc1cccc(/C=C/C(=O)OCC(=O)c2cc(C)n(CC3CCCO3)c2C)c1OC (stereo unspecified) | 8 | -11 | + | -6 | -3 | 1.1 | -4 | -0.5 | -1 |

Following part:
SMILES	SKN-1 block	Scp-1 inhibitor	Neddyl block	DNMT1 inh	NadD inh	STEP block	LMPTP block	CendR NRP1 mod	Tb MetRS inh	SUMO1-SIM PPI
O=C(NC1CCCCC1)Oc1ccccc1	23	-3	i	2	5	-1	0.4	10	0.3	-1
CCN(CC(=O)Nc1sc2c(c1C#N)CCC(C)C2)Cc1nc2ccccc2c(=O)[nH]1 (stereo unspecified)	7	-2	i	-7	0	4	2.6	-8	-0.1	3
Cc1nc(Cl)sc1C(=O)Nc1ccc(F)cc1	21	-10	i	-2	-2	-1	-0.6	-53	-0.3	1
Cc1cc(Cl)ccc1NC(=S)NCCCO	2	4	i	1	7	2	-2.3	5	0.3	-2
Cc1nn(CC(=O)O)c2ccccc12	4	-2	i	10	-1	-1	0.2	-5	-0.8	2
CCCOc1ccc(F)cc1-c1cc(C(=O)NCc2ccco2)[nH]n1	11	.	i	-4	0	4	-0.4	7	-0.4	0
CCOCC(=O)Nc1nc(C)cc(C)n1	4	4	i	4	3	-3	-3.9	3	-0.5	-3
O=[N+]([O-])c1ccc(C2=NCCO2)cc1	-3	-7	i	2	2	0	-1.1	-1	-0.4	-28
Cc1cccc(C(=O)NC(=S)N2CCN(C)CC2)c1	0	-11	i	1	-4	1	-3.2	4	-0.2	0
O=C(Nc1nnc([C@H]2C[C@H](O)[C@@H](CO)O2)s1)C(c1ccccc1)c1ccccc1	4	.	i	3	-2	1	-0.3	1	-0.2	-2
Cc1ccccc1OCC(=O)Nc1ccncc1	6	-10	i	-1	1	1	-1.4	0	0.0	2
Oc1ccccc1N1CCN(C(=S)Nc2ccc(SC(F)F)cc2)CC1	-16	8	i	4	-2	1	2.0	-3	-0.8	0
Cc1ccc(OCC(=O)n2nc(C)cc2C)c(C)c1	2	-5	i	3	2	1	0.6	-1	0.8	2
CN(CCc1ccccc1)C(=O)c1cccc(NC(=O)Cc2cccc(NC(=O)C3CCN(C(=O)c4ccccc4)CC3)c2)c1	16	-8	i	-1	10	-2	1.5	3	-0.6	-3
COc1ccc(C(=O)Nc2ccc(Cl)cc2C(=O)N2CCCC(C)C2)cc1OC (stereo unspecified)	3	1	i	-2	-4	8	0.3	-5	-0.8	5
CC(CCc1ccccc1)NC(=O)COC(=O)c1ccc(S(C)(=O)=O)c([N+](=O)[O-])c1 (stereo unspecified)	4	-7	i	3	-5	-1	-0.9	0	-0.6	-22
CN1C=Nc2c(ncn2C2CCC(CO)O2)C1O (stereo unspecified)	10	.	i	.	6	.	0.1	-2	-0.5	-4
O=C(c1ccc(Cl)c(S(=O)(=O)N2CCCCCC2)c1)N1CCN(c2ccccn2)CC1	-7	0	i	-4	4	3	1.5	-12	-0.2	3
CCN1CCN(c2nc(N)c([N+](=O)[O-])c(Nc3ccc(C)c(C)c3)n2)CC1	-1	-2	i	7	-4	5	-0.1	8	0.0	-16
CSC1=NCCN1C(=O)c1c(-c2ccccc2Cl)noc1C	-6	-4	i	1	5	0	-0.8	-11	-0.5	3
O=C(CSc1nnc(-c2ccncc2)n1Cc1ccco1)c1ccc(Cl)cc1	1	3	i	1	-1	-2	-1.1	-1	-1.3	1
CN1CCN(c2nc3ccccc3nc2C(C#N)C(=O)OC2CCCCC2)CC1 (stereo unspecified)	3	-2	i	-12	-7	4	1.0	-6	-0.7	-19
COCCNC(=O)Cn1cc2c(n1)CCC(C)C2 (stereo unspecified)	5	-8	i	1	-2	6	-0.7	-5	0.4	0
COP(=O)(OC)c1nc(-c2ccccc2)oc1NCc1ccccc1	7	-9	.	-1	1	-3	-0.5	2	-0.6	-2
COc1ccc(Br)cc1CNC(=O)C1CCN(S(=O)(=O)N2CCCCC2)CC1	13	-12	i	-2	1	-1	-0.4	-1	0.0	-3

The final four records of the part above are carried over, then new ones follow.
SMILES	SKN-1 block	Scp-1 inhibitor	Neddyl block	DNMT1 inh	NadD inh	STEP block	LMPTP block	CendR NRP1 mod	Tb MetRS inh	SUMO1-SIM PPI
CN1CCN(c2nc3ccccc3nc2C(C#N)C(=O)OC2CCCCC2)CC1 (stereo unspecified)	3	-2	i	-12	-7	4	1.0	-6	-0.7	-19
COCCNC(=O)Cn1cc2c(n1)CCC(C)C2 (stereo unspecified)	5	-8	i	1	-2	6	-0.7	-5	0.4	0
COP(=O)(OC)c1nc(-c2ccccc2)oc1NCc1ccccc1	7	-9	.	-1	1	-3	-0.5	2	-0.6	-2
COc1ccc(Br)cc1CNC(=O)C1CCN(S(=O)(=O)N2CCCCC2)CC1	13	-12	i	-2	1	-1	-0.4	-1	0.0	-3
O=C(CCc1ccccc1)NC(=S)Nc1ccccc1[N+](=O)[O-]	9	-5	i	-2	-3	1	0.8	9	-0.5	-19
Cc1cc(NC(=O)C(C)SCC(=O)Nc2cc(Cl)ccc2N2CCN(C)CC2)no1 (stereo unspecified)	3	-6	i	-2	-6	0	-9.0	-6	-0.5	-33
Cc1ccc(OCCCCN2CCCC(C)C2)c([N+](=O)[O-])c1 (stereo unspecified)	9	-4	i	1	-7	0	-2.4	4	0.2	-7
O=C(CSc1nc2ccccc2o1)N/N=C/c1ccco1	8	-9	i	1	-8	-1	-0.6	19	-0.1	-15
Cn1c(-c2ccc(F)cc2)cnc1SCC(=O)N1CCCCC1	-2	2	i	1	-3	1	-0.5	6	-0.4	-1
COC(=O)c1cc(Br)c(N)cc1OC	7	1	i	5	2	-1	1.2	-1	-0.6	0
CCCCNc1c(-c2ccccn2)nc2nc(C)cc(C)n12	7	.	i	.	4	.	9.8	-44	-0.6	-18
COc1ccc(NC(=O)c2ccco2)c([N+](=O)[O-])c1	0	3	i	4	-1	0	-0.4	-2	-0.4	-26
CC1(c2ccccc2)NC(=O)N(CC(=O)Nc2cc(C(F)(F)F)ccc2N2CCCCC2)C1=O (stereo unspecified)	-19	-4	i	0	-4	0	2.6	-14	-0.1	0
Cc1cc(C)n2nc(-c3cnn(C)c3C(F)(F)F)c(Cl)c2n1	9	-8	i	-4	2	2	-0.1	14	-0.1	-1
Cc1cc(NCc2ccco2)nc(N2CCC(C(=O)NC3CCCCC3)CC2)n1	5	-10	i	-1	1	-3	0.7	11	0.5	-3
CCCc1ccc2oc(C(=O)N(C)Cc3nccs3)c(C)c2c1	18	-5	i	2	1	2	2.5	-12	-0.3	5
CC(C)(C)NC(=O)Cn1c(=O)oc2cc(S(=O)(=O)N3CCc4ccccc43)ccc21	14	-9	i	-7	0	-1	1.3	-6	0.0	3
Cc1ccc(-c2nc(CN(C)Cc3ccc4nccnc4c3)c(C)o2)s1	-1	-5	i	3	-9	-3	-0.2	-6	-0.5	-8
